Mm-Cpn inhibitor = Inhibitors of TCP-1 ring complex (TRiC) of Methanococcus maripaludis (MmCpn): qHTS; Chaperonin Mm-Cpn (Methanococcus maripaludis); purified Mm-Cpn ATPase, ADP Transcreener TR-FRET; Potency, µM (highest dose often 76.9 µM), for the others: top-dose activity, negative = inhibition, most hits filed as inhibitors; 0.031% of 330,000 active; AID 504842, 2011; note: potency is the fitted concentration of half-maximal effect; % is set by controls: 0 for no effect and ±100 for the full control effect; nearly all actives have a fitted effect of over 80% in size
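Purified archaeal chaperonin (25 nM final) was preincubated with compound for 10 min at 37°C, then ATP (10 uM final) was added for 30 min at 37°C in Tris pH 7.4/KCl/MgCl2/DTT buffer. ADP was quantified by HTRF Transcreener TR-FRET.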
ATXN viability = Viability Counterscreen for Primary qHTS for Inhibitors of ATXN expression. S2 cells (HEK-293 line with an ATXN2-luciferase reporter) viability, CellTiter-Fluor protease fluorescence, 24 h. Potency, µM (highest dose often 56.7 µM), actives largely listed as cytotoxic. 0.49% of 400,000 active; note: potency is the fitted concentration of half-maximal effect; nearly all actives have a fitted effect of over 40% in size
CCT modulator = High-Throughput Screening for Modulators of Cytosolic Chaperonin Activity; purified chaperonin ATPase assay, HTRF ADP detection, 30 min; activity change, % (test concentration not listed), hits read low; 0.3% of 360,000 active; AID 651819, 2012; in the data active = activity change below about -30%; note: % is set by controls: 0 for no effect and ±100 for the full control effect
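First, chaperonin was dispensed at 40 nM or 20 nM final depending on batch activity. Next, compounds were pinned at 76 uM and ATP added at 10 uM. After 30 min at 37 °C, ADP detection reagents ran 30 min at ambient temperature.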
Nrf2 block = Nrf2 qHTS screen for inhibitors; Potency, µM (top dose mostly 46 µM), without a hit: at the top dose activity change, negative = inhibition, most hits filed as inhibitors; A549 ARE-Fluc reporter, luciferase luminescence, 18-24 h; 2.1% of 360,000 active; note: potency is the fitted concentration of half-maximal effect; % is set by controls: 0 for no effect and ±100 for the full control effect; nearly all actives have a fitted effect of over 60% in size
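A549 ARE_Fluc cells (5000/well, 5% FBS OPTI-MEM) pre-incubated 2 h, then treated with compounds 18-24 h at 37C/5% CO2 in concentration-response. CellTiter-Fluor viability read first; BugLite luciferase luminescence after 15 min at room temperature gives Nrf2 activity.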
TGFb inhibitor = qHTS for Inhibitors of TGF-b. HepG2 CAGA-GFP TGF-b/SMAD3 reporter, GFP fluorescence, 18 h; TGF-beta stimulated, 500 pg/mL final. Potency, µM (doses to about 46.1 µM), for the others: at the top dose activity, negative = inhibition, actives largely listed as inhibitors. 1.2% of 410,000 active. AID 588855, 2011; note: potency is the fitted concentration of half-maximal effect; % is set by controls: 0 for no effect and ±100 for the full control effect; nearly all actives have a fitted effect of over 65% in size
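Read-out: total well GFP (ex488/em500-530) summed from mean per-cell fluorescence. Cells: HEPG2 CAGA-GFP, 1% FBS DMEM, 18 h at 37 degrees C with 500 pg/mL final TGF-beta. Unstimulated wells served as the full-inhibition control; stimulated DMSO wells = 0%.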
A549 viability = Nrf2 qHTS screen for inhibitors: counterscreen for cytotoxicity. A549 ARE-Fluc cells, CellTiter-Fluor viability, 18-24 h. Potency, µM (top dose mostly 46 µM), for inactives: top-dose activity change, negative = cytotoxicity, usual class: inhibitors. 0.16% of 390,000 active; note: potency is the fitted concentration of half-maximal effect; % is set by controls: 0 for no effect and ±100 for the full control effect
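A549 ARE_Fluc cells in 5% FBS OPTI-MEM were exposed to compounds in concentration-response for 18-24 h at 37 deg C. Viability was read by CellTiter-Fluor fluorescence (Ex 405/Em 525) after 30 min, before the luciferase read.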
HepG2 viability = qHTS for Inhibitors of TGF-b: Cytotox Counterscreen; HepG2 CAGA-GFP viability, ATP luminescence, 18 h; Potency, µM (highest dose often 46.1 µM), inactives show at the top dose activity change, negative = cytotoxicity, actives largely listed as cytotoxic; 0.76% of 410,000 active; AID 588856, 2011; note: potency is the fitted concentration of half-maximal effect; some results filed as inactive show a strong effect at the top dose
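CellTiter-Glo luminescence gave cytotoxicity after 18 hours at 37 degrees C. The cells were HepG2 CAGA-GFP in 1% FBS DMEM, stimulated with 500 pg/mL TGF-beta after compound addition. %Activity was normalised to no-cell wells (complete cell-killing) and DMSO (no toxicity), and curves were fitted and classified.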
Nrf2 ARE act = qHTS of Nrf2 Activators; Potency, µM (doses to about 46.1 µM), for inactives: at the top dose activation, hits mostly activators; AREc32 ARE-luciferase reporter (MCF7-derived line), luminescence, 24 h; AID 624171, 2012; 0.31% of 410,000 active; note: potency is the fitted concentration of half-maximal effect; % of control where 0% means no effect; nearly all actives have a fitted effect of over 65% in size
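Luminescent ARE reporter assay in AREc32_Fluc cells: overnight plating at 37 deg C, 24 hr compound incubation, Steady-Glo added, 30 min RT before reading.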
Akt phos inh = HTS Assay for Inhibitors of Akt Phophorylation: Primary Screen; Neuro2A IGF-stimulated pAkt S473 HTRF, 20 min; stronger effect = lower value; activity change, % for hits at 50 µM; 0.32% of 360,000 active; AID 651550, 2012; in the data active = activity change below about -80%; inconclusive = mostly about -51% to -80%; note: % is set by controls: 0 for no effect and ±100 for the full control effect
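Neuro2A cells in DMEM with 0.5% FBS, overnight at 37 deg C, given compound at single 50 µM final, then IGF (6 nM final) for 20 min at 37 deg C. Lysed; phospho-Akt Ser473 by HTRF after 24 h, 665/615 ratio.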
Active calls of the source: *; i = inactive; ? = inconclusive; . = not tested or not shown; [ ] = remark or other dose. Unless noted, calls come from the whole dose curve; as a rule, active = well fitted curve in the direction sought with a large enough effect; inconclusive = small, poorly fitted or top-dose-only effect, or another doubt; inactive = no such curve, though single readings can be large; an effect the other way counts as inactive or inconclusive.

Compound	Mm-Cpn inhibitor	ATXN viability	CCT modulator	Nrf2 block	TGFb inhibitor	A549 viability	HepG2 viability	Nrf2 ARE act	Akt phos inh
Cc1ccc(Cn2nnc3c(=O)[nH]c(C4CCCN(C(=O)Nc5ccc(F)cc5F)C4)nc32)cc1 (stereo unspecified)	1%	i	-0.5	-24%	0%	?	-3%	-0.8%	.
Cc1ccc(CNC(=O)c2ccc(NS(=O)(=O)c3cccs3)cc2)cc1	-2%	i	-0.3	5%	17%	1%	-43%	-0.3%	i
Cn1c(SCc2ccccc2F)nc2c([nH]c3ccccc32)c1=O	.	.	.	.	-18%	10%	-6%	3.1%	.
O=C1CSC(c2ccccn2)N1c1ccc(Cl)c(Cl)c1 (stereo unspecified)	1%	.	-9.4	-9%	0%	-18%	-46%	0.5%	.
Brc1ccc(OCc2ccccc2)c(CNCc2ccncc2)c1	1%	?	-1.5	-92%	-1%	-26%	-34%	0.8%	i
CCOC(=O)c1c(NC(=O)CSc2n[nH]c(N)n2)sc(CC)c1C	0%	i	-0.3	?	?	-12%	-39%	5.9%	i
Cn1c(SCC(=O)Nc2nc3c(s2)CCCC3)nnc1-c1ccccc1	1%	i	-2.4	3%	0%	1%	2%	-0.1%	i
O=C(CC[C@H]1O[C@@H](n2ccc(=O)[nH]c2=O)[C@H](O)[C@@H]1O)NCCc1c[nH]c2ccccc12	.	i	0.2	.	-11%	.	-6%	0.1%	i
CCc1ccc(S(=O)(=O)NCCOc2cccc3cccnc23)cc1	1%	i	0.6	3%	-24%	-2%	-11%	0.5%	i
COc1ccccc1OCc1cc(C(=O)N2CCN(C)C(c3ccccc3)C2)no1 (stereo unspecified)	-2%	i	0.4	?	-3%	6%	-19%	5.4%	i
C/C=C/C(=O)OCC(=O)Nc1ccccc1Br	5%	?	-0.3	-28%	1%	-8%	23%	12%	i
COc1cccc(C(C)(O)c2nc(-c3cccc(C(C)C)c3)cs2)c1 (stereo unspecified)	.	?	-3.8	.	?	.	-64%	0.0%[9.22 µM]	i
Cc1ccc(S(=O)(=O)NNC(=O)C(O)(c2ccccc2C)c2ccccc2C)cc1	1%	i	-1.3	2%	-14%	0%	-47%	0.6%	i
Cc1cc(=O)oc2c3c(cc(OCC(=O)N4CCC[C@H]4C(=O)O)c12)OC(C)(C)CC3	-12%	i	1.0	13%	1%	4%	15%	0.2%	i
O=C(NC1CCCC1)C(c1ccccc1)N(Cc1cccnc1)C(=O)Cc1cccs1 (stereo unspecified)	-2%	i	-3.9	18%	13%	2%	8%	-0.2%	i
CC(C)N1CC(C(=O)Nc2cccc([N+](=O)[O-])c2)CC1=O (stereo unspecified)	-1%	.	0.0	-1%	3%	-2%	4%	?	i
CC(C)N(C(=O)[C@H]1CC(CC(=O)NCCC2=CCCCC2)C(=O)N2CCc3c([nH]c4ccccc34)[C@]12C)C(C)C (stereo partly specified)	0%	40µM*	0.3	?	?	?	-8%	-1.0%	i
O=C(/C=N/O)NCC1CCNCC1	-2%	i	-8.9	17%	0%	-9%	-9%	-0.5%	i
COc1cc(NC(=O)C(C)C)ccc1NC(=O)c1cc2ccccc2o1	-2%	?	-3.9	5%	0%	3%	-4%	5.6%	i
CCOc1ccccc1NC(=O)Cn1nnc(C(=O)NCCc2ccc(OC)c(OC)c2)c1N	-1%	i	2.3	-22%	-1%	-6%	9%	4.0%	i
O=C(NC(=S)Nc1cccnc1)c1cccs1	0%	i	-4.2	?	17%	2%	10%	3.1%	i
COc1c(C)cc(C(=O)C2CCCN(Cc3cnc(N4CCOCC4)s3)C2)cc1C (stereo unspecified)	2%	i	-3.5	-18%	?	7%	-56%	2.6%	i
C/C(=C\C(=O)c1ccncc1)Nc1ccccc1O	1%	i	-1.0	16%	-28%	-9%	-10%	14µM*	i
O=C(c1ccc(S(=O)(=O)N2CCCC2)cc1)N1CCN(S(=O)(=O)c2cccc(F)c2)CC1	0%	i	2.5	1%	13%	7%	-15%	2.4%	i
CC(=O)NC(CC(=O)Nc1cccc(S(=O)(=O)N2CCCC2)c1)c1ccccc1 (stereo unspecified)	0%	i	-0.8	6%	-13%	-3%	-10%	-1.0%	i
CC1c2cc3c(cc2CCN1CC(=O)Nc1ccc(S(=O)(=O)N2CCCC2)cc1)OCCCO3 (stereo unspecified)	-4%	i	-1.1	?	6%	9%	-7%	-0.7%	i
Cc1cccc(/C=N/N2CCN(c3ccccc3)CC2)c1	2%	i	-1.9	29%	0%	10%	-17%	3.3%	i
Cc1sc2nc3ccc(N4CCCCC4)nn3c(=O)c2c1C	-1%	i	-0.4	.	-12%	-1%	1%	4.4%	i
CCN(CC)S(=O)(=O)c1ccc(C(=O)NNC2=NS(=O)(=O)c3ccccc32)cc1	0%	i	1.0	0%	0%	2%	-2%	-0.3%	i
Fc1ccc(CSc2ccc3nnc(-c4cccnc4)n3n2)cc1	-2%	i	1.2	9.2µM*	-2%	-1%	1%	-0.4%	i

Sorted by value in Nrf2 ARE act (high to low): 3 from the list above
Molecule	Mm-Cpn inhibitor	CCT modulator	TGFb inhibitor	Nrf2 ARE act	Akt phos inh
CCOc1ccccc1NC(=O)Cn1nnc(C(=O)NCCc2ccc(OC)c(OC)c2)c1N	-1%	2.3	-1%	4.0%	i
Cn1c(SCc2ccccc2F)nc2c([nH]c3ccccc32)c1=O	.	.	-18%	3.1%	.
CC(=O)NC(CC(=O)Nc1cccc(S(=O)(=O)N2CCCC2)c1)c1ccccc1 (stereo unspecified)	0%	-0.8	-13%	-1.0%	i

(more compounds)
Compound	Mm-Cpn inhibitor	ATXN viability	CCT modulator	Nrf2 block	TGFb inhibitor	A549 viability	HepG2 viability	Nrf2 ARE act	Akt phos inh
O=C(COC(=O)CN1C(=O)NC2(CCCCC2)C1=O)Nc1cc(F)ccc1F	-1%	i	-1.0	7%	-2%	3%	0%	0.0%	i
CSc1cccc(NC(=S)N2CCC(N(C)C3CCCC3)CC2)c1	1%	?	0.4	-4%	7%	0%	4%	2.1%	i
COc1ccccc1C/C(N)=N/OC(=O)COc1cccc2ccccc12	-6%	i	0.1	13%	-12%	2%	-4%	-0.7%	i
O=C(N/C(=C\c1ccccc1)C(=O)N1CCOCC1)c1ccco1	1%	i	-0.5	1%	11%	1%	5%	0.8%	i
Cc1nc2ccccc2n1C(=O)N(C)C	1%	i	-1.4	-16%	11%	3%	-4%	0.0%	i
C/C(CC(=O)Nc1ccc(OCc2ccccc2)cc1)=N\NC(=O)C(=O)Nc1ccc(C)c(Cl)c1	-6%	?	-3.4	?	-5%	-15%	-56%	2.1%	i
COc1ccc(C(=O)NNC(=O)CCC(=O)NNC(=O)c2ccc(OC)cc2)cc1	0%	i	1.2	2%	-11%	-1%	-3%	-0.3%	i
CCOC(=O)c1cccc(NC(=O)CC2C(=O)N(c3ccc(OC)cc3)C(=O)N2C2CCCC2)c1 (stereo unspecified)	.	.	.	-12%	?	1%	-30%	3.0%	.
CN(C)CC/C=C1/c2cc(F)ccc2CSc2ccc(F)cc21	2%	i	-0.4	-2%	13%	-11%	-1%	-0.3%	i
CCN1C(=O)[C@H]2[C@@H](c3ccc(C)cc3)N[C@]3(CCCN(Cc4ccc(F)cc4)C3=O)[C@H]2C1=O	.	i	-2.0	.	-1%	.	-38%	-0.3%	i
CCNC(=O)C1CCCN(C(=O)c2cccc(C#N)c2)CC1 (stereo unspecified)	.	i	-2.2	.	-17%	.	1%	0.2%	i
Cc1cc(NC(=O)CCC(=O)N(CC(=O)NCC2CCCO2)c2ccc(F)c(Cl)c2)no1 (stereo unspecified)	1%	i	0.1	7%	8%	?	-5%	-0.2%	i
Cc1ccc(C)c(N2C(=O)N(Cc3cc(=O)n4ccccc4n3)c3ccccc3S2(=O)=O)c1	.	i	.	.	?	-8%	-30%	2.4%	.
Cc1oc(-c2cccc(Cl)c2)nc1CSc1nc2c(c(=O)[nH]1)CCC2	1%	i	-3.3	3%	-17%	-2%	-29%	0.0%	i
Cc1oc(-c2cccc(Cl)c2)nc1CN1CCCC(C(=O)N2CCN(c3ccc(F)cc3)CC2)C1 (stereo unspecified)	.	i	.	-21%	?	-7%	-32%	2.7%	.
COc1nnc(-c2ccc(N3CCOCC3)c(NC(=O)c3ccccc3)c2)c2ccccc12	1%	i	2.9	?	?	-15%	1%	-0.7%	i
CC(=O)c1cccc(Nc2nc3ccccc3n3cnnc23)c1	1%	i	-1.2	-7%	-11%	-1%	-18%	3.7%	i
CN(C(=O)COC(=O)CSc1ccc(C(N)=O)cc1[N+](=O)[O-])C1CCS(=O)(=O)C1 (stereo unspecified)	-1%	i	-1.7	2%	7%	-2%	0%	0.2%	i
O=C(CCCCCn1c(=O)[nH]c2ccccc2c1=O)NCc1ccccc1	.	.	.	.	-4%	3%	2%	5.3%	.
Cn1c(=O)[nH]c(=O)c2c1nc1n2CCN1c1ccccc1	.	i	.	?	-23%	3%	-14%	-0.4%	.
COc1ccc2c(-c3cnc(N4CCOCC4)nc3)c(-c3ccc(S(C)(=O)=O)cc3)sc2c1	-7%	i	-2.7	12%	7%	-3%	-21%	0.4%	i
O=C(Nc1ccc2nc(SCc3ccc(Cl)cc3)sc2c1)c1ccccc1C(=O)N1CCOCC1	-10%	?	-3.9	?	-23%	-15%	-33%	-0.9%	i
O=C(c1ccco1)N1CCN(/C(=N/S(=O)(=O)c2cccs2)c2ccccc2Cl)CC1	2%	i	2.5	10%	-4%	-3%	-1%	2.5%	i
